# Screening results: PubChem BioAssay, The Scripps Research Institute Molecular Screening Center
# CHO-K1 Ca antag: M1 antagonist counterscreen hit in parental CHO-K1 cells | ATP-induced calcium, Fluo-8 fluorescence | inhibition, % at 3 µM | 360,000 compounds, 0.6% hits | AID 602250;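 active means inhibition above a per-plate cutoff, the plate's mean sample inhibition plus 3 SD, cut at about 24% in these data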;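 further: 0% = DMSO plus EC80 ATP and 100% = DMSO alone without ATP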
# CHRM1 antagonist: antagonists of human M1 muscarinic receptor. P11229. CHO-K1 hM1, Fluo-8 calcium fluorescence, ACh EC80 antagonist. inhibition, % at 3 µM. 360,000 compounds, 1.3% hits. AID 588852;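 active means percent inhibition above its own plate's cutoff, namely the mean of that plate's compound wells plus 3 SD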;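 further: peak over basal fluorescence ratio during 140 s after agonist addition; 0% = ACh EC80 plus DMSO and 100% = DMSO alone without agonist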
# Target sequence (P11229 whole entry, looked up): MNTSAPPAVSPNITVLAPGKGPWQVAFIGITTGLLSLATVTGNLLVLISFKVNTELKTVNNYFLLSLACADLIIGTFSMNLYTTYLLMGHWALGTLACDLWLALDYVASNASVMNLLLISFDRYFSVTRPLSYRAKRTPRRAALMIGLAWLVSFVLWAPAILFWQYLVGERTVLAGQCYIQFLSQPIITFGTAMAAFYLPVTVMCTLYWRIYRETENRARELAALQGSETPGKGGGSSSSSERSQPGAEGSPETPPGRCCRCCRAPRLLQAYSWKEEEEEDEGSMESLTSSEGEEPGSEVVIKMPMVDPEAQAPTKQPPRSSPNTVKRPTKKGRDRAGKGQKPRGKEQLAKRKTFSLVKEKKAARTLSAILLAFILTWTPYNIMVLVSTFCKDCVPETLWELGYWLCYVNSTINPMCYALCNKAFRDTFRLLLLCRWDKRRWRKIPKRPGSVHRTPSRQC
# M1 PAM: positive allosteric modulators of human M1 muscarinic receptor. CHO-K1 hM1, Fluo-8 calcium fluorescence, ACh EC20; 0% = ACh EC20, 100% = maximal ACh. activation, % at 3 µM. 360,000 compounds, 0.088% hits. AID 588819; in the data active means activation above about 19%, passing the limit was not always enough
# CHO parental Ca: counter-screen: ATP calcium response change in parental CHO cells | 330,000 compounds, 0.63% hits | inhibition, % at 5.6 µM | parental CHO-K1, ATP-induced calcium, Fluo-8 fluorescence;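 active means inhibition above that plate's mean sample inhibition plus 3 SD, cut at about 26% in these data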;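 further: 0% = ATP-challenged DMSO wells and 100% = DMSO wells without ATP; some compounds past the cut are filed as inactive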
#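 Assay system: untransfected parental CHO cell line. Also added: ATP agonist challenge. Dosing: one dose, 5.6 µM nominal. Measured by: Fluo-8 fluorescence. Read-out: % inhibition. Benchmarks: ATP wells versus no-ATP DMSO wells. Repeats: no replicates.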
# TAAR1 antag: antagonists of human TAAR1; Q96RJ0; CHO RD-HGA16 TAAR1, Fluo-8 calcium fluorescence, antagonist; inhibition, % at 3 µM; 360,000 compounds, 1.5% hits; AID 624466;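 active means inhibition above a per-plate cutoff, the mean inhibition of test compounds on that plate plus 3 SD, cut at about 49% in these data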;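 further: 0% = DMSO plus EC80 beta-PEA response and 100% = DMSO alone without agonist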
# Target sequence (Q96RJ0 whole entry, looked up): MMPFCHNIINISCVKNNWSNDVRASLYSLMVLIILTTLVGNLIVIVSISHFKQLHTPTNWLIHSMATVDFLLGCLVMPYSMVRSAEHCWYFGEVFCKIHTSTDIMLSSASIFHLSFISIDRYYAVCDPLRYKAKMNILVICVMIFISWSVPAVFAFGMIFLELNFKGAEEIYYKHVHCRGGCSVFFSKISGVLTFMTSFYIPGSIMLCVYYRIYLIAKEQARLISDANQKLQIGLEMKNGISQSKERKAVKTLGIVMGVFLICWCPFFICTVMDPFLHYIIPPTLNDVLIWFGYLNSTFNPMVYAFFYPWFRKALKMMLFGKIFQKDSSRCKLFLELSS
#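 Assay system: CHO-derived RD-HGA16 cells stably expressing human TAAR1 plus Gα16. Timing: 140 s kinetic read after compound, 140 s after agonist. Technique: kinetic Fluo-8 calcium fluorescence measurement. Measure: % inhibition of agonist calcium response.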
# CHRM1 agonist: human M1 muscarinic receptor agonism; activation, % at 3 µM; CHO-K1 hM1, Fluo-8 calcium fluorescence, agonist mode; 0% DMSO, 100% acetylcholine EC100; P11229; 360,000 compounds, 0.33% hits;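 active means activation above the run's mean compound activation plus 3 SD, cut at about 16% in these data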;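 further: peak over basal fluorescence ratio within a 140 s kinetic read after compound addition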
# M1 ag parental: nonselective activator or artifact in parental CHO-K1 cells; Fluo-8 calcium fluorescence; scaled to maximal ATP response, vehicle zero; activation, % at 3 µM; 360,000 compounds, 0.48% hits; AID 602248; in the data active means activation above about 15%;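 further: untransfected CHO-K1 host cells lacking M1 receptor as counterscreen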
# CHO-K1 Ca PAM: nonselective activator or artifact in parental CHO-K1 calcium assay | activation, % at 3 µM | ATP EC20, Fluo-8 calcium fluorescence; 0% at ATP EC20, 100% at ATP max | 360,000 compounds, 0.02% hits;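 active means activation above the run cutoff, the mean activation of all test compounds plus 3 SD, cut at about 40% in these data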;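 further: peak over basal fluorescence ratio in a 140 s read after ATP addition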
# TAAR1 ag: agonists of human TAAR1. 360,000 compounds, 0.99% hits. activation, % at 3 µM. CHO RD-HGA16 TAAR1, Fluo-8 calcium fluorescence; vehicle wells 0%, saturating PEA agonist 100%;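 active means activation above the mean activation of all test compounds in the run plus 3 SD, cut at about 38% in these data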
#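 Test system: RD-HGA16 (CHO) cells co-expressing Gα16 and hTAAR1; dosing: one-point dosing at 3 µM (nominal); timing: 17-24 h seeding, 75 min 37 °C dye, 30 min RT; signal: kinetic Fluo-8 calcium fluorescence; read-out basis: % activation relative to PEA EC100 response; controls: DMSO and PEA EC100; replicates: n 1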
# Numbers without * were called inactive; x = not tested or not shown.
(1) Cc1ccsc1CN1CCN(c2ccccn2)CC1
(2) CC(C)COC(=O)N1CCCCC1c1cc(C(=O)NCc2cccnc2)no1 (stereo unspecified)
(3) CC(Oc1ccc(Cl)cc1Cl)c1nc(-c2ccccn2)no1 (stereo unspecified)
(4) CCOC(=O)Cc1csc(SCC(=O)Nc2cc(C)ccc2OC)n1
(5) NCCc1nnc(SCC(=O)Nc2cccc(Cl)c2)o1
(6) O=C(Nc1ccccc1Cl)c1ccccc1CC(O)(c1ccccc1)c1ccccc1

assay / entry,1,2,3,4,5,6
CHO-K1 Ca antag,-9,8,-30,-10,-3,0
CHRM1 antagonist,-8,19,-3,-11,-13,16
M1 PAM,4,-12,-3,7,14,-18
CHO parental Ca,-9,x,-24,-2,1,x
TAAR1 antag,-6,-13,3,0,-11,54*
CHRM1 agonist,-6,-9,-9,-1,1,-2
M1 ag parental,0.6,-0.3,2.9,7.3,6.8,1.4
CHO-K1 Ca PAM,20,-11,16,9,24,10
TAAR1 ag,20,0,10,7,9,2

(7) COc1ccc(NS(=O)(=O)c2ccc(NC(=O)c3ccccc3)cc2)nn1
(8) COC1CCCCC1Nc1cc(C)ccc1C (stereo unspecified)
(9) Cc1ccc(NC(=S)NC2CC3CCCC(C2)N3Cc2cccs2)cc1 (stereo unspecified)
(10) CCOCC(=O)Nc1nnc(Cc2ccc(OC)cc2)s1
(11) COc1ccc(NC(=O)N(C)C[C@H]2Oc3ccc(NS(=O)(=O)c4c(C)noc4C)cc3C(=O)N([C@H](C)CO)C[C@@H]2C)cc1
(12) CCC(C)C(=O)Nc1nnc(-c2cccs2)s1 (stereo unspecified)

assay / entry,7,8,9,10,11,12
CHO-K1 Ca antag,-2,-17,-19,16,-9,-12
CHRM1 antagonist,-10,-10,-1,19,-12,-6
M1 PAM,12,5,-20,-4,14,6
CHO parental Ca,-8,0,-20,-5,5,-13
TAAR1 antag,-1,-31,-11,-9,3,1
CHRM1 agonist,-5,-1,-9,-2,-2,-3
M1 ag parental,0.7,0.5,6.2,5.3,0.0,0.5
CHO-K1 Ca PAM,7,7,2,9,17,9
TAAR1 ag,2,4,2,1,14,7

(13) CN1CCN(c2ccc(NC(=O)c3ccco3)cc2Cl)CC1
(14) COC(=O)c1ccc(N2C(=O)CC(SCCN)C2=O)cc1 (stereo unspecified)
(15) CCCCCCNC(=O)O[C@]12C[C@@H](C(=O)OC)[C@@H](C(=O)OC)C[C@@]1(O)CN(S(=O)(=O)c1ccc(C)cc1)C2
(16) Cc1nnc(NC(=O)c2ccc(C)c(S(=O)(=O)N3CCOCC3)c2)s1
(17) CN(Cc1nc2ccccc2c(=O)[nH]1)Cc1cc(=O)oc2ccc3ccccc3c12
(18) Cc1cc(N2CCC(C)CC2)n2ncc(-c3ccccc3)c2n1

assay / entry,13,14,15,16,17,18
CHO-K1 Ca antag,0,5,-12,-10,-4,-7
CHRM1 antagonist,-10,-16,-15,0,-2,-9
M1 PAM,9,10,5,4,5,-13
CHO parental Ca,-9,1,x,-11,-4,-34
TAAR1 antag,-29,11,-26,-6,6,-15
CHRM1 agonist,-4,-2,-1,-2,1,-8
M1 ag parental,0.5,0.4,0.1,-0.4,0.9,0.0
CHO-K1 Ca PAM,-13,6,5,7,14,1
TAAR1 ag,16,4,0,-1,14,17

(19) CCOC(=O)c1c(C)n(C)c2ccc(O)c(CN3CCCCC3)c12
(20) Cc1ccc(/C=N/NC(=O)c2ccoc2C)s1
(21) C#CCOCCOCCOCCNc1nc(N2CCN(C(=O)[C@H]([C@@H](C)CC)n3cc([C@@H](N)CO)nn3)CC2)nc(N2CCN(C(=O)[C@H](Cc3ccc(O)cc3)n3cc([C@@H](N)CC(C)C)nn3)CC2)n1
(22) O=C(NCc1ccco1)c1cc(-c2ccccc2)nn1CC1CC(c2cccc([N+](=O)[O-])c2)=NO1 (stereo unspecified)
(23) CN1CCCC1=Nc1ccccc1
(24) Cc1ccc(-c2csc3ncn(CC(=O)O)c(=O)c23)cc1C

assay / entry,19,20,21,22,23,24
CHO-K1 Ca antag,1,-8,3,-20,-1,-4
CHRM1 antagonist,-39,11,-2,6,-11,-13
M1 PAM,4,-6,7,-4,5,5
CHO parental Ca,-18,-6,-2,6,x,-5
TAAR1 antag,-1,-1,8,39,-14,-20
CHRM1 agonist,-8,-4,-9,-7,-3,-4
M1 ag parental,-0.2,0.1,0.0,0.5,0.2,0.2
CHO-K1 Ca PAM,6,14,-17,18,5,10
TAAR1 ag,4,-1,14,7,1,-1

(25) COc1ccc(C)cc1NC(=O)C(C)N1CCOCC1 (stereo unspecified)
(26) O=C(Nc1ccccc1Cl)c1cc(C2CCCCN2S(=O)(=O)c2ccccc2)on1 (stereo unspecified)
(27) Nc1nc(NC(=O)c2ccco2)nn1-c1ccccc1
(28) CC(=O)N1CCN(c2ccc([N+](=O)[O-])c(-n3nc(C)cc3C)c2)CC1
(29) Cc1ccc(C)c2[nH]c(=O)c(CN(Cc3ccco3)C(=O)Nc3ccccc3)cc12
(30) CCc1c(C)[nH]c(=S)c(C#N)c1C

assay / entry,25,26,27,28,29,30
CHO-K1 Ca antag,1,-24,5,-2,2,2
CHRM1 antagonist,-7,-16,-3,0,13,-15
M1 PAM,7,2,8,-7,-6,8
CHO parental Ca,-5,x,-6,7,-33,-9
TAAR1 antag,-22,-10,2,-5,x,-8
CHRM1 agonist,-4,-6,0,-13,-4,-1
M1 ag parental,7.8,1.4,-0.2,-0.1,2.5,-0.2
CHO-K1 Ca PAM,6,27,-9,-9,-1,5
TAAR1 ag,0,0,9,8,x,13

# Full records, looked up by structure. Screens in order: CHO-K1 Ca antag, CHRM1 antagonist, M1 PAM, CHO parental Ca, TAAR1 antag, CHRM1 agonist, M1 ag parental, CHO-K1 Ca PAM, TAAR1 ag
# `Cc1ccc(C)c2[nH]c(=O)c(CN(Cc3ccco3)C(=O)Nc3ccccc3)cc12` as listed: 2, 13, -6, -33, x, -4, 2.5, -1, x
# `COc1ccc(C)cc1NC(=O)C(C)N1CCOCC1` (stereo unspecified) as listed: 1, -7, 7, -5, -22, -4, 7.8, 6, 0

# (listing goes on)
(31) Cc1csc(NC(CO)c2nc3ccccc3n2CCOCCO)n1 (stereo unspecified)
(32) COc1ccccc1Nc1nc(N)nc(CSc2nccn2C)n1
(33) CC(C)n1c(O)c(N=NC(=O)C2COc3ccccc3O2)c2ccccc21 (stereo unspecified)
(34) C(=C\c1ccccc1)/CN1CCN(C(c2ccnc3ccccc23)c2nnnn2-c2ccc3c(c2)OCCO3)CC1 (stereo unspecified)
(35) CCC(C)c1ccc2oc(-c3ccc(NC(=O)c4ncn[nH]4)cc3)nc2c1 (stereo unspecified)
(36) c1ccc(CCNc2c3c(nc4ncnn24)CCC3)cc1

assay / entry,31,32,33,34,35,36
CHO-K1 Ca antag,-4,-10,-8,-19,-20,-1
CHRM1 antagonist,16,3,-5,-16,-9,11
M1 PAM,-10,4,10,-9,7,-6
CHO parental Ca,-13,4,-20,x,3,-3
TAAR1 antag,1,6,19,-6,-18,9
CHRM1 agonist,-3,-9,-9,-6,1,2
M1 ag parental,-0.1,0.7,-0.1,1.3,0.4,21*
CHO-K1 Ca PAM,-7,21,22,3,15,7
TAAR1 ag,1,7,1,0,10,62*

(37) O=C(COc1ccccc1O)NCCN1CCOCC1
(38) O=C(CCCC(=O)OCC(Cl)=C(Cl)Cl)Nc1ccccc1F
(39) C=CCn1c(COc2cccc(C)c2)nnc1SCC(=O)NC(=O)NCc1ccco1
(40) O=C1NC2=C(C(=O)CCC2)C(c2cccc([N+](=O)[O-])c2)N1 (stereo unspecified)
(41) O=C(Nc1cccnc1)c1cc2cc(Br)ccc2oc1=O
(42) O=C(Nc1ccc(Cl)cc1)Nc1ccccc1Sc1ncc([N+](=O)[O-])s1

assay / entry,37,38,39,40,41,42
CHO-K1 Ca antag,4,-5,-27,8,-12,1
CHRM1 antagonist,-12,3,17,-4,-6,1
M1 PAM,11,1,-4,-1,1,2
CHO parental Ca,2,-13,-7,x,x,1
TAAR1 antag,-12,11,-11,-1,-4,28
CHRM1 agonist,0,-7,-1,-5,-3,-3
M1 ag parental,-0.3,1.3,0.5,0.2,0.3,1.1
CHO-K1 Ca PAM,-2,20,6,-2,-8,11
TAAR1 ag,2,-1,6,1,0,8

(43) CSc1ccccc1C(=O)NC1CCCc2ccccc21 (stereo unspecified)
(44) O=C1CCN(Cc2ccccc2)CCN1[C@H](CSc1ccccc1)c1ccccc1
(45) COc1ccc(NC(=O)C2Cc3c(-c4ccccc4Oc4ccccc4)ccnc3O2)cn1 (stereo unspecified)
(46) CCc1ccc2c(c1)C1(NN=C(c3cccc4ccccc34)S1)C(=O)N2 (stereo unspecified)
(47) O=C(NCc1ccc(F)cc1)Nc1cccc([N+](=O)[O-])c1
(48) COc1ccccc1NC(=S)N1CCCC1

assay / entry,43,44,45,46,47,48
CHO-K1 Ca antag,-7,-19,6,6,10,-15
CHRM1 antagonist,-9,1,5,-1,20,-5
M1 PAM,12,1,-8,-4,-7,9
CHO parental Ca,19,-5,x,-27,1,9
TAAR1 antag,-10,16,40,10,18,-22
CHRM1 agonist,-5,-8,-4,-6,0,2
M1 ag parental,2.5,0.2,3.9,0.2,9.6,-0.1
CHO-K1 Ca PAM,-12,18,-6,17,-14,25
TAAR1 ag,-1,3,0,-1,8,6

# Just CHRM1 agonist and CHO-K1 Ca PAM (4 entries from above):
item | SMILES | CHRM1 agonist | CHO-K1 Ca PAM
48 | COc1ccccc1NC(=S)N1CCCC1 | 2 | 25
46 | CCc1ccc2c(c1)C1(NN=C(c3cccc4ccccc34)S1)C(=O)N2 (stereo unspecified) | -6 | 17
44 | O=C1CCN(Cc2ccccc2)CCN1[C@H](CSc1ccccc1)c1ccccc1 | -8 | 18
45 | COc1ccc(NC(=O)C2Cc3c(-c4ccccc4Oc4ccccc4)ccnc3O2)cn1 (stereo unspecified) | -4 | -6

# (cont.)
(49) COC(=O)C(CO)NC(=O)C1CCCN1C(=O)CNC(=O)OCc1ccccc1 (stereo unspecified)
(50) CC(=O)N1c2ccc(Cl)cc2C2C=CCC2C1c1cccc2ccccc12 (stereo unspecified)
(51) CCCOc1ccc(N2C(=O)CC(N3CCOCC3)C2=O)cc1 (stereo unspecified)
(52) CCO[C@@H]1OC(C(=O)N2CCCCCCC2)=C[C@H](c2cn(C(C)=O)c3ccccc23)[C@H]1CCCO
(53) O=C(Nc1ccc(Cl)cc1)N1CCN(c2ccccc2)CC1

assay / entry,49,50,51,52,53
CHO-K1 Ca antag,-5,-8,-20,-20,-1
CHRM1 antagonist,-10,7,-9,-16,14
M1 PAM,11,8,8,11,-9
CHO parental Ca,-3,-20,3,-12,2
TAAR1 antag,-5,x,-15,x,22
CHRM1 agonist,-3,-4,-1,-2,-3
M1 ag parental,1.0,4.0,0.6,1.3,3.2
CHO-K1 Ca PAM,-8,36,24,6,2
TAAR1 ag,0,x,3,x,15
